# Source: PubChem BioAssay
# MITF act – activators of MITF-driven TRPM1 promoter activity in SK-MEL-5 cells; activation, % at 12.5 µM; SK-MEL-5 TRPM1-promoter luciferase, 24 h; % of positive control, neutral wells = 0; 0.75% of 300,000 active;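 active means mean activation of at least 80% with every replicate also reaching 80%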;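 further: 0% = neutral control wells and 100% = parthenolide positive control wells; values of inactives mirror those of a sister screen read the other way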
# V-ATPase pH – yeast V-ATPase proton transport regulation by pHLuorin; AID 504577; 0.37% of 350,000 active; response, % at 10 µM; S. cerevisiae, pHLuorin cytosolic pH fluorescence; in the data active means response mostly above about 7.3%, no sharp cut-off; inactive means mostly below about 5.4%; further: actives read high; inactives centre near 0; some compounds called inactive have numbers as strong as hits; reference of the scale not given here
# HTR5A inv ag – inverse agonist of human HTR5A in OPRM1-OPRD1 counter-screen; P47898; HTR5A cell line, luminescence, inverse agonism; inhibition, % at 9.3 µM; 0.083% of 340,000 active; AID 504634; in the data active means inhibition mostly above about 23%, no sharp cut-off; inactive means mostly below about 18%;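 further: 0% = cells with DMSO and 100% = no-cell wells with DMSO; some compounds called inactive have numbers as strong as hits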
# Target sequence (P47898 whole entry, looked up): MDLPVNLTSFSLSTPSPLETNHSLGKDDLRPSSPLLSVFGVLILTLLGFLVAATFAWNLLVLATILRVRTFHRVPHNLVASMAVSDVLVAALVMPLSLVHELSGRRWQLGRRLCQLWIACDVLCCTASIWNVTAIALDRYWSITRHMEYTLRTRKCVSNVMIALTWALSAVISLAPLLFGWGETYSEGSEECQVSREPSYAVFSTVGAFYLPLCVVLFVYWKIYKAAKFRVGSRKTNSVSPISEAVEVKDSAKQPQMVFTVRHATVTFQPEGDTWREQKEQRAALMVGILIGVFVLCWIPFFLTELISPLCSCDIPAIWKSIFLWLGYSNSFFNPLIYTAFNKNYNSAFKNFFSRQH
# PvdQ acylase – blocks Pseudomonas aeruginosa PvdQ acylase activity; purified PvdQ acylase, fluorescence plate reader; inhibition, % at 10 µM; 0.063% of 340,000 active; AID 488965; in the data active means inhibition above about 30%, passing the limit was not always enough;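 further: 0% = vehicle neutral wells and 100% = reference inhibitor wells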
# NSD2 HMT inh – blocks human histone methyltransferase NSD2. O96028. NSD2 peptide methylation, AlphaScreen, 120 min. inhibition, % at 12.5 µM. 0.54% of 310,000 active; in the data active means inhibition above about 50%
# HTR5A ag ctr – HTR5A agonism, opioid heterodimer counter-screen; 0.61% of 340,000 active; HTR5A agonist assay, luminescence, cell-based; AID 504692; P47898; activation, % at 9.3 µM; in the data active means activation mostly above about 9.5%, no sharp cut-off; inactive means mostly below about 7.6%;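 further: 0% = cells with vehicle only and 100% = reference agonist; strong numbers were not always called active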
# Wnt act – activators of Wnt/beta-catenin signaling; Wnt/beta-catenin reporter cell assay, activator, plate reader; activation, % at 9.35 µM; 1.2% of 300,000 active; AID 743398; in the data active means activation above about 30%, passing the limit was not always enough;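 further: 0% = neutral control wells and 100% = positive control wells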
# CDK5 p35 inh – blocks human CDK5/p35 kinase activity | inhibition, % at 10 µM | AID 488839 | 0.01% of 330,000 active | Q00535+Q15078 | Recombinant CDK5/p35, ADP-Glo luminescence, 60 min;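 active means highest replicate inhibition of at least 50% and at least 75% of replicates reaching 50%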;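 further: plate controls were DMSO neutral control for no effect and GW8510 at 10 µM for full effect; many of its hits are not listed in these tables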
# dFosB act – enhances mouse delta FosB homodimer DNA binding; activation, % at 25 µM; 0.99% of 340,000 active; purified delta FosB, TAMRA-CDK5 oligo fluorescence polarization; percent of positive-control signal above neutral wells;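 active means mean activation above about 17%, with every replicate also reaching it, limit read from the data, passing the limit was not always enough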;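 further: fluorescence polarization rise as delta FosB binds a TAMRA Cdk5 AP-1 oligo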
# SR-BI DiI inh – inhibitors of mouse SR-BI mediated HDL lipid uptake; ldlA[mSR-BI] CHO cells, DiI-HDL uptake fluorescence, 3 h; inhibition, % at 12.5 µM; 0.96% of 320,000 active;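 active means mean replicate inhibition of at least 70% and a set share of replicates each scoring 70 or more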;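 further: 0% = median of neutral control wells and 100% = median of positive control wells; values of inactives mirror those of a sister screen read the other way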
# Target sequence (Q61009 whole entry, looked up): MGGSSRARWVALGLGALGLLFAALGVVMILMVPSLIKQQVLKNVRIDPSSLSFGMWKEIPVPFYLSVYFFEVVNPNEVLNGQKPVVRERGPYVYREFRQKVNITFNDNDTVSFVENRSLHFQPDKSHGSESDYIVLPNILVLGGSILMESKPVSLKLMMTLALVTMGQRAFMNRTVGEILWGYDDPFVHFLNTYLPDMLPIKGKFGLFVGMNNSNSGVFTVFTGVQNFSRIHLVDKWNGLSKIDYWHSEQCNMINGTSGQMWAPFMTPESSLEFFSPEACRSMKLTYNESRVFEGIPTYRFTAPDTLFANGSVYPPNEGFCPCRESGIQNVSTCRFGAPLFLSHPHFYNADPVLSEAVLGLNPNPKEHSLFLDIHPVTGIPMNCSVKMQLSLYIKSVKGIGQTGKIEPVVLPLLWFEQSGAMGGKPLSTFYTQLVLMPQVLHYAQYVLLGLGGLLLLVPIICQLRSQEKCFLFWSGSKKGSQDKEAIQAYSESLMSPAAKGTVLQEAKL
# Starred values were filed as active, the others as inactive; . = no result given. Random draw from the library. About 5% of those tested had a hit in this group.
SMILES,MITF act,V-ATPase pH,HTR5A inv ag,PvdQ acylase,NSD2 HMT inh,HTR5A ag ctr,Wnt act,CDK5 p35 inh,dFosB act,SR-BI DiI inh
O=C(O)c1cccc(Br)c1,-4,0,-13,-15,.,2,0,-0.9,-4,-27
CCn1cc([N+](=O)[O-])c(C(=O)Nc2ccn(Cc3ccccc3)n2)n1,-12,0,20,-4,2,8,0,-0.5,-7,-9
CC(C(=O)NC1CCCC1)N(c1ccc(Oc2ccccc2)cc1)S(C)(=O)=O (stereo not given),-1,-4,-13,-8,-1,5,-2,-0.8,-14,-46
CCN(CC)S(=O)(=O)c1cc(C(=O)N=c2sccn2C)ccc1OC,-18,-3,-11,1,0,2,-1,-0.4,-9,-11
COc1ccccc1N1CCN(S(=O)(=O)c2cc(C(F)(F)F)cc(C(F)(F)F)c2)CC1,-4,0,3,-7,0,-6,2,0.0,7,7
O=C(c1ccc2c(c1)OCO2)N(CC1CCCO1)C1(C(=O)NC2CCCCC2)CCCCC1 (stereo not given),.,0,-4,-8,.,2,-2,-2.0,-3,1
Cc1ccc(S(=O)(=O)N(C)CC(=O)OCC(=O)NC(=O)Nc2ccc3c(c2)OCCO3)cc1,-5,3,2,-7,17,-1,2,-2.4,-4,-36
Cc1c(NC(=O)CSc2ncn[nH]2)c(=O)n(-c2ccccc2)n1C,6,2,-9,-3,1,1,.,-0.1,-3,-13
COc1ccc(NS(=O)(=O)c2csc(C(N)=O)c2)cc1OC,.,-6,0,1,3,0,0,0.6,6,-11
COc1cc2oc3cc(C)oc(=O)c3c2cc1OC,4,7,3,-6,-1,-1,2,-2.4,-6,9
O=C(OCc1ccc([N+](=O)[O-])cc1)c1cnc(Cl)c(Cl)c1,-4,-2,6,-1,2,-2,-2,0.2,5,.
O=C(CN(Cc1ccccc1)S(=O)(=O)c1ccc(Br)cc1)N/N=C/c1ccccc1C(=O)O,3,-4,7,-3,-5,0,-4,0.3,-9,2
CC1CCC(=O)N(CCSc2ccccc2)CC1 (stereo not given),87*,-1,5,-17,.,-2,33*,0.7,2,0
CCOc1cc(Br)c(COc2ccc(C)nc2[N+](=O)[O-])cc1OCC,-6,4,0,-10,-8,-4,0,0.1,-8,24
CC1(C)CC(NS(=O)(=O)c2ccc(S(=O)(=O)N3CCOCC3)cc2)CCO1 (stereo not given),-5,2,-23,-10,-3,4,.,0.3,-9,-4
C=CCn1c(SCC(=O)NCC2CCCO2)nc2sc(C)c(C)c2c1=O (stereo not given),1,-1,-7,-14,-1,-4,3,-1.9,-11,-18
CCOC(=O)c1cnn(Cc2ccccc2)c1N,9,-1,-16,-11,-1,0,3,0.0,-7,3
CCOc1cc(/C=N/N=C2/NC(=O)C(CC(=O)O)S2)ccc1OS(=O)(=O)c1ccc(C)cc1 (stereo not given),-17,-4,-2,-10,0,-1,-2,-0.6,-16,-9
CN(C)S(=O)(=O)c1cccc(C(=O)NCC2CCCO2)c1 (stereo not given),-1,3,-7,-13,0,3,.,-0.6,0,-27
COc1cccc(C2C3=C(CC(C)(C)CC3=O)Nc3cc4c(cc32)OCO4)c1 (stereo not given),-4,0,-1,9,.,0,-2,0.6,-1,-11
Cc1cc(=O)[nH]c(NCc2ccc(Cl)cc2)n1,.,-2,-66,-13,-7,0,-1,-0.3,2,2
N#C/C(=C\c1ccncc1)c1ccc(NC(N)=O)cc1,.,1,-8,6,-2,2,3,1.7,1,4
COCCNC(=S)NNC(=O)c1cc(-c2cccnc2)nc2ccccc12,-11,4,19,-9,1,2,2,4.0,-18,-6
Cc1ccc(NC(=O)Nc2c(C)n(C)n(-c3ccccc3)c2=O)cc1,-9,-1,-22,-9,0,6,1,-0.4,-1,-10
CCN(CCO)c1ccc(N=Nc2cc(C)[nH]n2)cc1,-76,3,13,2,9,-4,8,1.1,-10,3
COc1cccc(NS(=O)(=O)c2cc3c(cc2C)N(C)CCO3)c1,.,-3,-20,-9,.,10,-4,-0.5,-4,-19
COCCNC(=O)CCCn1c(=O)c2cc(OC)c(OC)cc2n(CC(=O)Nc2ccc(C)c(F)c2)c1=O,-4,-1,3,-8,-1,6,1,-1.3,1,.
COc1ccc(CCC(=O)OCC(=O)NCc2ccc3c(c2)OCO3)cc1,1,-6,10,-18,-2,-4,-1,-0.1,-3,-19
COc1ccccc1NC(=O)c1ccc(C)s1,12,-1,-19,-6,4,8,.,-0.5,-5,18
Cc1cc(C)c(NC(=O)COC(=O)c2ccncc2)c(C)c1,1,-2,17,-11,.,-5,-2,-0.6,-2,-5
Cc1nc(-c2ccccc2)sc1C(=O)Nc1ccc(S(N)(=O)=O)cc1,4,0,1,-19,1,0,-4,-0.3,-8,48
COc1ccc(NC(C)=O)cc1NC(=O)CSc1nnc(-c2ccccn2)n1C,7,-6,-27,-20,-3,4,.,1.3,2,-17
CCOc1ccccc1-c1n[nH]c(=S)o1,-12,-2,-18,0,-3,2,.,-1.5,-4,2
Cc1n[nH]c(C)c1CCNC(=O)C1CCC(=O)N(Cc2ccccc2F)C1 (stereo not given),-5,0,0,-6,0,1,-1,0.3,-4,-11
O=C(CN1C(=O)C2C3C=CC(C3)C2C1=O)Nc1ccc2c(c1)OCCO2 (stereo not given),53,8,2,-23,-10,0,.,0.5,-2,-8
COc1cccc(CNC(=O)[C@H](CCSC)NC(=O)N2CCn3c2nc2ccccc23)c1,-12,-4,.,-6,5,.,-3,1.7,-7,11
Cc1ccccc1C1c2[nH]c3ccccc3c2C[C@H]2C(=O)N(c3ccccc3C(=O)NCCN3CCOCC3)C(=O)N12 (stereo not given in full),-23,-4,17,3,.,3,-2,0.9,-6,12
COc1ccccc1N1CCN(C(=S)NC(=O)/C=C/c2ccccc2)CC1,.,1,-23,0,0,-5,16,-1.5,3,25
Nc1nc(SCC(=O)c2cc3ccccc3o2)n[nH]1,-5,-3,5,-2,2,-1,.,0.6,-10,-7
O=C(C1CCC1)N1CCN(c2ccc(C(F)(F)F)cc2[N+](=O)[O-])CC1,13,-3,14,-3,5,2,-2,0.4,-6,2
CN(CC(=O)Nc1ccc(F)cc1)C(=O)CSc1nc2ncc(Cl)cc2[nH]1,1,74*,-1,-21,1,3,0,0.4,-7,-6
O=C(c1ccc(SCc2ccco2)c([N+](=O)[O-])c1)N1CCOCC1,-2,2,-1,-2,11,0,5,-0.8,-5,7
COC(=O)c1ccc(S(=O)(=O)N2CCCN(Cc3cccc(Br)c3F)CC2)n1C,.,-5,-5,1,.,-2,-3,2.7,-6,4
Cc1cccc(NC(=S)N(C)Cc2cn(C)c3ccccc23)c1,0,2,16,-19,3,1,0,-0.3,-2,16
Cc1oc(/N=C/c2ccccc2)c(C#N)c1C,.,-1,1,-15,-2,0,0,-0.5,-2,-20
O=C(NC(=S)Nc1cc(C(F)(F)F)ccc1N1CCOCC1)c1ccco1,.,-2,.,1,3,.,-1,-0.5,-9,21
COC(=O)c1cc(C(=O)OCC(=O)NNC(=O)c2cccs2)cc([N+](=O)[O-])c1,-1,2,5,0,0,-2,2,-1.8,-2,-7
O=C(NNC(=S)NC(=O)c1sc2ccccc2c1Cl)c1ccc(Cl)cc1,-30,-3,-35,-7,0,4,.,3.3,2,18
COC(=O)c1ccc(NC(=O)CNS(=O)(=O)c2cccs2)cc1,1,2,-1,-10,2,0,10,2.3,-12,-12
Cc1ccc(SCCn2nc(C(=O)O)c3ccccc3c2=O)cc1,11,-1,7,-9,-3,-3,-2,0.9,-11,-14

# Next section.
SMILES,MITF act,V-ATPase pH,HTR5A inv ag,PvdQ acylase,NSD2 HMT inh,HTR5A ag ctr,Wnt act,CDK5 p35 inh,dFosB act,SR-BI DiI inh
O=C(CCCN1C(=O)c2cccc3cccc(c23)C1=O)NCc1cccnc1,13,4,-9,-11,0,3,-1,1.1,1,4
O=S(=O)(c1ccc(OCC(O)CNC23CC4CC(CC(C4)C2)C3)c(Cl)c1)N1CCOCC1 (stereo not given),15,2,-23,-14,4,6,2,0.1,-5,.
CC(C)(CNC(=O)CC1C(=O)NCCN1Cc1cccc(F)c1F)N1CCOCC1 (stereo not given),-3,-3,14,-10,-4,6,-2,-1.7,1,-8
CC(C)OC(=O)c1cccc(C(=O)Oc2ccccc2)n1,-7,0,-9,-20,-1,-1,-1,-1.9,-6,-5
Cc1c(C(=O)OCC(=O)N2CCCCC2C)oc2ccccc12 (stereo not given),64,0,-2,-8,-1,1,10,-3.7,-12,39
N#Cc1ccccc1NC(=O)COC(=O)c1cccs1,7,-2,3,-11,-9,-1,-3,1.1,2,-1
Nc1scc(-c2ccncc2)c1Cl,50,-1,5,-13,-2,0,.,1.3,-1,1
CC1=C(C#N)C(Nc2cc(C)ccn2)(C(F)(F)F)C(=O)N1 (stereo not given),-5,7,11,-10,0,2,-2,-1.3,9,-17

# An excerpt of the results above:
SMILES,MITF act,V-ATPase pH,HTR5A inv ag,PvdQ acylase,NSD2 HMT inh,HTR5A ag ctr,Wnt act,CDK5 p35 inh,dFosB act,SR-BI DiI inh
COC(=O)c1cc(C(=O)OCC(=O)NNC(=O)c2cccs2)cc([N+](=O)[O-])c1,-1,2,5,0,0,-2,2,-1.8,-2,-7
O=C(NNC(=S)NC(=O)c1sc2ccccc2c1Cl)c1ccc(Cl)cc1,-30,-3,-35,-7,0,4,.,3.3,2,18
COC(=O)c1ccc(NC(=O)CNS(=O)(=O)c2cccs2)cc1,1,2,-1,-10,2,0,10,2.3,-12,-12
Cc1ccc(SCCn2nc(C(=O)O)c3ccccc3c2=O)cc1,11,-1,7,-9,-3,-3,-2,0.9,-11,-14
O=C(CCCN1C(=O)c2cccc3cccc(c23)C1=O)NCc1cccnc1,13,4,-9,-11,0,3,-1,1.1,1,4
O=S(=O)(c1ccc(OCC(O)CNC23CC4CC(CC(C4)C2)C3)c(Cl)c1)N1CCOCC1 (stereo not given),15,2,-23,-14,4,6,2,0.1,-5,.
CC(C)(CNC(=O)CC1C(=O)NCCN1Cc1cccc(F)c1F)N1CCOCC1 (stereo not given),-3,-3,14,-10,-4,6,-2,-1.7,1,-8
CC(C)OC(=O)c1cccc(C(=O)Oc2ccccc2)n1,-7,0,-9,-20,-1,-1,-1,-1.9,-6,-5
Cc1c(C(=O)OCC(=O)N2CCCCC2C)oc2ccccc12 (stereo not given),64,0,-2,-8,-1,1,10,-3.7,-12,39
N#Cc1ccccc1NC(=O)COC(=O)c1cccs1,7,-2,3,-11,-9,-1,-3,1.1,2,-1
Nc1scc(-c2ccncc2)c1Cl,50,-1,5,-13,-2,0,.,1.3,-1,1
CC1=C(C#N)C(Nc2cc(C)ccn2)(C(F)(F)F)C(=O)N1 (stereo not given),-5,7,11,-10,0,2,-2,-1.3,9,-17
